Screening results from PubChem.
PKA-R2B activ: activators of PKA-R2B holoenzyme, primary screen, biochemical, fluorescence polarization, Cy5-IP20, human | cAMP-dependent protein kinase catalytic subunit beta (Homo sapiens) + cAMP-dependent … | PKA-R2B holoenzyme dissociation; R2B truncated from residue 108, S112A mutant; 0% DMSO only, 100% 113 µM cGMP | activation, % at 11.4 µM | 0.079% of 340,000 active | AID 504700, 2011;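 active = activation above a cutoff set at the mean over all compounds plus 3 SD, cut at about 18% in these data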;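 note: higher means more holoenzyme dissociation and a rise in polarization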
HTR5A inv ag: HTR5A inverse agonists in luminescence cell assay, primary screen, counter-screen for OPRM1-OPRD1 heterodimer inverse agonist project, full-deck HTS; 5-hydroxytryptamine receptor 5A (Homo sapiens), P47898; 0.083% of 340,000 active; HTR5A cell line, inverse agonism; inhibition, % at 9.3 µM; AID 504634, 2011; in the data active = inhibition mostly above about 23%, no sharp cut-off; inactive = mostly below about 18%;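 note: 0% = cells with DMSO and 100% = no-cell wells with DMSO; some compounds called inactive have numbers as strong as hits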
Tat transport: E. coli Tat export inhibitors, primary screen, MC4100, TorA-mCherry reporter, fluorescence, single point; inhibition, % at 10 µM; AID 488895, 2010; 0.036% of 340,000 active;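 active = mean replicate inhibition at least 50% and at least half of replicates individually reaching 50%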;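 note: exported cargo escapes ClpAP degradation while cytoplasmic cargo is degraded and loses fluorescence; 0% = median of neutral control wells and 100% = median of NaSCN control wells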
OPRM1-OPRD1 ag: agonists of OPRM1-OPRD1 heterodimerization, primary screen, cell-based, luminescence; Mu-type opioid receptor (Homo sapiens) + Delta-type opioid receptor (Homo sapiens), …; 0.3% of 340,000 active; activation, % at 9.3 µM; cells; in the data active = activation above about 18%;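 note: 0% = vehicle-treated cells and 100% = reference agonist; values of inactives mirror those of a sister screen read the other way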
Target sequence (P35372 whole entry, looked up): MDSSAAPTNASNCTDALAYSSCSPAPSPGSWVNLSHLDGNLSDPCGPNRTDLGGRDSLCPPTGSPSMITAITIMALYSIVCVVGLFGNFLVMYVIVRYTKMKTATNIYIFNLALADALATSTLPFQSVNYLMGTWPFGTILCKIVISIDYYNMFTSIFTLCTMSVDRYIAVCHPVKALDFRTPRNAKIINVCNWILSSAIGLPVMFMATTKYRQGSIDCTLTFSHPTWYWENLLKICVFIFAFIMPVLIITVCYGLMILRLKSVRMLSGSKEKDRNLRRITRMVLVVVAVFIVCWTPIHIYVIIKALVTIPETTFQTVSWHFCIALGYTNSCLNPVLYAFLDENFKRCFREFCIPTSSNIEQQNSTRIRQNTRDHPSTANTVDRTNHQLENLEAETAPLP
Target sequence (P41143 whole entry, looked up): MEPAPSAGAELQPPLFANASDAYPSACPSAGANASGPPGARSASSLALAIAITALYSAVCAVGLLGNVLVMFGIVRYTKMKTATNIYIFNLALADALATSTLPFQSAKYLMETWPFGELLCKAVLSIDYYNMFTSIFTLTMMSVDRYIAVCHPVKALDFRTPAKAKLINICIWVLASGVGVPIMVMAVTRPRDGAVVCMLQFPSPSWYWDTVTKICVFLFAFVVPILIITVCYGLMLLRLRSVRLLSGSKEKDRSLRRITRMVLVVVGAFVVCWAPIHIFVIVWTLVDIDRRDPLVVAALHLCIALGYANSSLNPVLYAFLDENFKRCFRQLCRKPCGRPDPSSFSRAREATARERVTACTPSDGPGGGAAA
phage Ecoli inh: growth loss of phage-infected E. coli, primary screen, RecBCD inhibitor project, absorbance, with phage, HTS. 0.26% of 360,000 active. AID 651602, 2012. inhibition, % at 11.9 µM; in the data active = inhibition above about 11%
MOR-DOR inv ag: inverse agonists of MOR-DOR heterodimerization, primary screen, cell-based, luminescence; Mu-type opioid receptor (Homo sapiens) + Delta-type opioid receptor (Homo sapiens), …; cell-based MOR-DOR heterodimer luminescence, inverse agonism; inhibition, % at 9.3 µM; 0.21% of 340,000 active; in the data active = inhibition above about 22%, passing the limit was not always enough;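 note: 0% = cells with DMSO and 100% = wells without cells with DMSO; values of inactives mirror those of a sister screen read the other way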
PKA-R1A activ: activators of PKA-R1A holoenzyme, primary screen, biochemical, fluorescence polarization, Cy5-IP20, bovine R1A, mouse PKAc | AID 504707, 2011 | PKA-R1A dissociation; scaled: DMSO 0%, 113 µM cGMP 100% | cAMP-dependent protein kinase type I-alpha regulatory subunit (Bos taurus) + … | activation, % at 11.4 µM | 0.083% of 340,000 active;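 active = percent activation above the mean of all tested compounds plus 3 SD, cut at about 19% in these data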;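 note: higher means more PKAc released from R1A so a rise in polarization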
AddAB inh: growth inhibition of E. coli expressing H. pylori AddAB, primary screen, AddAB inhibitor project, absorbance | inhibition, % at 11.9 µM | 0.29% of 330,000 active | AID 435030, 2010; in the data active = inhibition above about 12%;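 note: 0% = vehicle wells of infected cells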
SUMO Mot1 rescue: yeast Mot1-301 growth rescue at high temperature, primary screen, SUMOylation pathway inhibitor project, S. cerevisiae, ATP luminescence, 38.5C. S. cerevisiae Mot1-301 growth rescue; percent above DMSO median, 100 means doubled. growth rescue, % at 18.8 µM. AID 2716, 2010. 1% of 320,000 active;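 active = every valid replicate shows activation above 250% relative to neutral control wells; inactive = the rest, any valid replicate at or below 250%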;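 note: OY570 slx delta 5 strain wells were the positive control but not used for scaling; some compounds called inactive have numbers as strong as hits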
PfHsp90 yeast 2: growth inhibition of PfHsp90-expressing yeast, primary screen, antimalarial PfHsp90 inhibitor project, S. cerevisiae, BacTiter-Glo luminescence, single point, set 2 | BacTiter-Glo ATP, 48 h; yeast lacking PDR1 and PDR3 efflux regulators | inhibition, % at 9.4 µM | 0.32% of 310,000 active | AID 504621, 2011;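 active = every replicate shows inhibition above about 80%, whatever the replicate mean, limit read from the data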;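 note: 0% = DMSO neutral controls and 100% = 20 µM radicicol positive controls; yeast relying on Plasmodium falciparum Hsp90 in place of its own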
E coli growth: E. coli V3065 growth inhibition, primary screen, counter-screen for AddAB inhibitor project, absorbance, OD600. 18 h. inhibition, % at 11.9 µM. 0.27% of 330,000 active;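 active = inhibition above the campaign's mean inhibition across all tested compounds plus 3 SD, cut at about 9.9% in these data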;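 note: uninfected addAB+ strain grown without phage in ampicillin broth; 0% = DMSO wells and 100% = ciprofloxacin 0.95 µg/ml wells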
* marks the source's active call; other numbers are inactive results; · = not tested or not shown.

SMILES | PKA-R2B activ | HTR5A inv ag | Tat transport | OPRM1-OPRD1 ag | phage Ecoli inh | MOR-DOR inv ag | PKA-R1A activ | AddAB inh | SUMO Mot1 rescue | PfHsp90 yeast 2 | E coli growth
COc1ccc(-c2c(-c3ccc(O)cc3O)n[nH]c2C)cc1OC | -8 | -11 | 5 | -2.0 | · | 11 | -9 | 0.1 | 5 | · | -2.4
CCN(CC)S(=O)(=O)c1cccc(NC(=O)CCSc2ccc(Cl)cc2)c1 | -4 | -15 | 6 | 7.8 | 2.3 | -45 | -10 | 1.0 | 2 | -5 | -0.5
Cc1ccc2c(c1)N(CC(=O)c1cccc(Cl)c1)C(=O)C(C)O2 (stereo unspecified) | -7 | 2 | 3 | 3.0 | 3.7 | -17 | -5 | 0.5 | -16 | · | 0.8
C=CCSc1nnc(CCCCCN2C(=O)c3cccc4cccc(c34)C2=O)o1 | 8 | 7 | 6 | -1.1 | 0.5 | 7 | -5 | -0.6 | -1 | 24 | -0.1
CCc1nc(SCC(=O)Nc2cc(C)on2)c2c(C)c(C)sc2n1 | 10 | 7 | -12 | -2.1 | 1.6 | 13 | 3 | 4.4 | · | -10 | 1.3
CCCCOP(=O)(c1ccc(N(C)C)cc1)C(O)c1ccc(C(C)C)cc1 (stereo unspecified) | -2 | 8 | 25 | 2.2 | -0.1 | -11 | -16 | -2.2 | -16 | -14 | -2.0
Cc1ccccc1-n1nnnc1-c1ccccc1 | -1 | -1 | 7 | -1.4 | 3.1 | 7 | -8 | 1.7 | -9 | · | 1.6
CCOc1ccc(N/C=C/C(=O)c2ccc(OC)cc2)c([N+](=O)[O-])c1 | 2 | 11 | 0 | -3.8 | 0.2 | 22 | -11 | 0.8 | 42 | -4 | -0.4
O=C1N[C@@H](c2ccccc2)COC(=O)[C@@H](Cc2ccc(F)cc2)CC/C=C/C[C@H]1CC(=O)N(CCO)Cc1ccccc1 | -3 | -8 | 1 | 0.4 | 1.9 | -2 | -2 | 0.5 | · | 5 | -4.8
COc1ccc(-n2nc3c(c2NC(=O)CC(C)C)CS(=O)C3)cc1 (stereo unspecified) | -8 | -35 | 1 | -1.9 | -0.3 | 10 | 1 | 3.0 | -8 | 2 | 2.1
O=C(c1ccco1)N1CCN(Cc2nnnn2CC2CCCO2)CC1 (stereo unspecified) | -13 | 7 | -2 | -1.1 | 1.9 | 8 | 4 | 4.0 | -21 | -3 | -0.2
O=C(CCc1ccccc1)N1CCN(C(=O)CCc2ccccc2)CC1 | 0 | 6 | 2 | -2.9 | 2.7 | 14 | -5 | · | · | 8 | ·
CC1CC(C)CN(CC(O)COC2CC(C)CC(C)(C)C2)C1 (stereo unspecified) | -5 | -2 | -4 | 1.1 | 0.4 | -6 | -22 | 2.6 | -2 | -6 | 1.8
CCCNc1[nH]c(=O)n(C)c(=O)c1N=O | -8 | 6 | 3 | -0.4 | 1.4 | 2 | -3 | -0.5 | 16 | -4 | -1.3
COc1cccc(CNC(=O)C2CCN(S(=O)(=O)c3cccc4nonc34)CC2)c1 | -13 | -20 | -4 | 3.4 | -0.1 | -21 | 6 | 5.7 | -6 | 2 | -0.1
Cn1c(=O)n(CC(=O)N2CCOCC2)c2ccccc21 | 5 | · | 2 | · | 3.0 | · | 0 | 2.3 | -12 | -22 | 0.8
CCC1(C)Cc2ccccc2-c2nc(NCCO)[nH]c(=O)c21 (stereo unspecified) | 5 | -8 | -2 | 3.0 | 1.6 | -17 | 4 | 3.1 | -26 | 11 | 0.5
Cc1ccc(Nc2cc(C)nc(N3CCOCC3)n2)c(C)c1 | -6 | 13 | 0 | -0.6 | 3.0 | 3 | 10 | 3.7 | -23 | -24 | -1.5
CC(=O)NC(c1ccc(C(C)C)cc1)c1ccc2cccnc2c1O (stereo unspecified) | -7 | 5 | 3 | -1.2 | 23* | 6 | 0 | 20* | 33 | 108* | 24*
CC(OC(=O)c1ccc2ccccc2n1)C(=O)c1ccccc1 (stereo unspecified) | -18 | 12 | 0 | -3.3 | 2.2 | 17 | 2 | 0.8 | 20 | 11 | 0.4
CCc1c(C)sc(NC(=O)c2cc(-c3ccco3)on2)c1C#N | 7 | -14 | 3 | -1.6 | 0.3 | 9 | 1 | 1.2 | -5 | · | -1.2
N/C(=N\c1nc2c(c(=O)[nH]1)CCC2)Nc1ccccc1C(F)(F)F | -10 | -2 | -22 | -1.6 | 0.3 | 9 | -5 | 1.3 | -6 | -9 | -1.4
Nc1nc(SCC(=O)NC2CCCCC2)[nH]c(=O)c1-c1ccccc1 | 9 | 4 | -5 | -0.6 | 0.8 | 3 | 17 | 0.3 | 6 | 19 | -0.1
Cc1cccc(NC(=S)N2CCCC2)c1 | 5 | 13 | -1 | -2.6 | 0.2 | 13 | -7 | -1.1 | -8 | 3 | -1.0
Cc1sc(N/N=C/c2cc([N+](=O)[O-])ccc2O)nc1-c1ccccc1 | -3 | 10 | 0 | -0.4 | 3.0 | 3 | -11 | 4.0 | 0 | -4 | -0.9
O=C(NC(Cc1ccccc1)C(=O)O)c1ccco1 (stereo unspecified) | -7 | -7 | -13 | -2.0 | 4.3 | 10 | -5 | 0.0 | -13 | -19 | -2.3
CCOC(=O)C1CCN(C(=O)Cn2c(=O)oc3cc(S(=O)(=O)N4CCCC4)ccc32)CC1 | 12 | -6 | 3 | 0.2 | 2.1 | -1 | 6 | -0.1 | 149 | -34 | 0.4
CCOC(=O)N1CCN(CCC(=O)Nc2cc(C)ccc2C)CC1 | -1 | 0 | 0 | -1.0 | 2.5 | 5 | -6 | 2.5 | -14 | 8 | -0.6
COc1ccc(NC(=O)Cn2c(=O)n(CCC(=O)NCC3CCCO3)c(=O)c3cc(OC)c(OC)cc32)cc1 (stereo unspecified) | -4 | 15 | 3 | -2.6 | -0.4 | 17 | -6 | 4.7 | -7 | -15 | -1.3
COc1ccc(Nc2oc(-c3cccs3)nc2C#N)cc1 | 9 | 5 | -4 | 1.9 | 2.9 | -10 | -6 | 4.0 | 918* | · | 2.6
CCC(C(=O)NCCCN1CCN(C)CC1)n1nc(C)c2sc3ccccc3c2c1=O (stereo unspecified) | 0 | -8 | 5 | 0.1 | -2.9 | -1 | -4 | 2.2 | 75 | -4 | -5.1
CN1CCC(=NNC(=O)c2ccc(N(Cc3ccccc3Cl)S(C)(=O)=O)cc2)CC1 | -10 | -19 | -4 | -0.7 | 3.1 | 3 | -5 | 3.2 | -7 | 7 | -3.5
O=C(Cc1ccc([N+](=O)[O-])cc1)NCc1ccccn1 | 12 | 13 | -1 | -2.0 | 4.5 | 11 | -7 | 1.6 | -14 | -44 | 0.8
COC(=O)Cn1c(=O)c2c(nc3n2CCCN3Cc2ccccc2)n(C)c1=O | -5 | 5 | -8 | -3.2 | 2.5 | 15 | -1 | 0.8 | -11 | -18 | -0.5
Cc1cc(N2CCN(S(=O)(=O)c3ccccc3)CC2)nc2c(C)cccc12 | -1 | 9 | 6 | 2.3 | -0.1 | -8 | 15 | -1.1 | 63 | -19 | -0.8
CCOC(=O)CN(C(=O)COc1nc(-c2ccccc2)cc(C)c1C#N)c1ccccc1 | -4 | -37 | 2 | -1.5 | 3.1 | 7 | 2 | -0.8 | -4 | 9 | -0.9

Part of the list above, limited to E coli growth:
structure,E coli growth
CCC1(C)Cc2ccccc2-c2nc(NCCO)[nH]c(=O)c21 (stereo unspecified),0.5
Cc1ccc(Nc2cc(C)nc(N3CCOCC3)n2)c(C)c1,-1.5

The results go on:
SMILES | PKA-R2B activ | HTR5A inv ag | Tat transport | OPRM1-OPRD1 ag | phage Ecoli inh | MOR-DOR inv ag | PKA-R1A activ | AddAB inh | SUMO Mot1 rescue | PfHsp90 yeast 2 | E coli growth
Cc1ccc(-c2nnn(CC(=O)N(c3cccc(F)c3)C(C(=O)NC3CCCC3)c3ccco3)n2)o1 (stereo unspecified) | 8 | 11 | 6 | 4.7 | 1.0 | -26 | -4 | 1.7 | 20 | 1 | 0.3
Cc1cc(C)cc(C(=O)NC(CC(N)=O)c2ccc(NCC3CC3)c([N+](=O)[O-])c2)c1 (stereo unspecified) | -6 | -2 | 5 | -1.6 | -0.3 | 9 | -2 | -0.9 | -1 | 7 | -2.8
CCC1CCCCN1c1nc(-c2cccc(OC)c2O)nc2ccccc12 (stereo unspecified) | 1 | -7 | -4 | 1.5 | -0.3 | -8 | 1 | 1.1 | 364 | -5 | -0.4
CCOc1ccc(CCNC(=O)C2CCCN(c3nn4c(=O)cc(C)nc4s3)C2)cc1OCC (stereo unspecified) | -7 | -1 | -1 | -1.4 | 1.9 | 8 | -10 | -1.0 | -2 | -4 | -1.2
CCN1C(=O)[C@H]2[C@H]3CN=C(SCC4CC4)N3[C@@](CC)(C(=O)OC)[C@H]2C1=O | -7 | 0 | -2 | -1.4 | 0.6 | 8 | -11 | 0.2 | · | 10 | 1.2
COc1ccc(C2CC(c3ccccc3O)=NN2C(=O)c2ccccc2)cc1OC (stereo unspecified) | -5 | -2 | -1 | -1.6 | 2.2 | 7 | -10 | -1.1 | -12 | 6 | -3.3
Cc1cccc[n+]1CC(=O)Nc1ccc([N+](=O)[O-])cc1 | -4 | -6 | 3 | -3.4 | 4.7 | 17 | 11 | -1.9 | -2 | -3 | -0.1
Cc1cc(OCC(=O)Nc2ccc(S(=O)(=O)N3CCN(C)CC3)cc2)cc(C)c1Cl | -16 | -6 | -5 | 2.3 | 3.7 | -13 | 3 | -0.5 | · | 1 | 0.1
O=C(N/N=C/c1ccccc1)c1cc(=O)[nH]c2ccccc12 | -20 | 5 | -1 | -3.1 | 0.1 | 14 | -2 | 2.6 | -3 | 8 | -1.1
COc1ccc2cc(C(c3nnnn3Cc3ccc(F)cc3)N3CCCCCC3)c(=O)[nH]c2c1 (stereo unspecified) | -1 | 10 | 11 | -1.5 | 3.7 | 8 | 6 | -1.2 | · | 6 | -2.2
Cc1cc(NC(=O)CSCC(=O)N(C)Cc2ccc(Cl)cc2Cl)no1 | -3 | -3 | -4 | -0.7 | 2.9 | 4 | 4 | 0.0 | 10 | · | -0.9
CN1CCN(C(=O)C23CCC(C)(C(=O)C2Br)C3(C)C)CC1 (stereo unspecified) | 6 | -3 | 5 | -0.8 | 2.1 | 4 | -3 | 0.2 | 151 | 8 | 2.9
